# Bioassay records deposited in PubChem BioAssay by several laboratories.
# SKN-1 block: blocks SKN-1 activity in C. elegans. C. elegans VP596 Pgst-4::GFP/RFP ratio, acrylamide-induced, 24 h. inhibition, % at 21.8 µM. 360,000 tested, 0.49% active;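 active = interference check ratio from 0.5 to 1.5 plus GFP to RFP signal ratio inhibition reaching or exceeding a fixed threshold, cut at about 30% in these data, passing the limit was not always enough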; note: some compounds called inactive have numbers as strong as hits
# Tb MetRS inh: blocks T. brucei methionyl-tRNA synthetase activity | purified T. brucei MetRS, ATP depletion, Kinase-Glo luminescence | inhibition, % at 11.9 µM | 360,000 tested, 0.4% active | AID 624268;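 active = inhibition above a per-plate cutoff of the control wells' mean inhibition plus 3 SD, cut at about 5.5% in these data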;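 note: 0% = DMSO wells median and 100% = median of wells with control inhibitor compound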
#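 Material – parasite MetRS enzyme · Medium – HEPES-MgCl2-KCl buffer plus DTT, spermine, BSA, pyrophosphatase · Reagent – ATP, methionine and E. coli bulk tRNA substrates · Times – 15 min enzyme-compound preincubation, 2 h reaction, 10 min detection, 25 °C · Measured by – luminescence of leftover ATP · Evaluation – percent inhibition relative to median high and low control wells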
# FAS TE block: inhibitors of human fatty acid synthase thioesterase domain; P49327; recombinant FAS-TE, OMFH fluorogenic substrate, fluorescence endpoint; inhibition, % at 15 µM; 360,000 tested, 0.67% active;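 active = compounds whose normalised, plate-corrected inhibition of enzyme fluorescence in the single-dose primary screen is 50% or more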;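 note: 0% = DMSO with enzyme and 100% = substrate without enzyme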
# NRP1-CendR mod: modulators of CendR peptide binding to human neuropilin-1; O14786; FAM-RPARPAR peptide binding to NRP-1, fluorescence polarization; inhibition, % at 25 µM; 360,000 tested, 0.85% active; AID 602438;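 active = inhibition or corrected inhibition above about 18%, plus a signal ratio from 0.5 to 1.5, limit read from the data, passing the limit was not always enough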; note: strong numbers were not always called active
# E coli Lon inh: E. coli protease La inhibition. P0A9M0. purified E. coli Lon protease, fluorescence polarization. inhibition, % at 7.94 µM. 360,000 tested, 0.42% active. AID 602123; in the data active = inhibition above about 13%, passing the limit was not always enough;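 note: 0% = enzyme with probe and DMSO and 100% = no enzyme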
# MsrA inh: inhibits bovine methionine sulfoxide reductase A; purified bovine MsrA, absorbance read-out; inhibition, % at 15.5 µM; 360,000 tested, 0.75% active; AID 651718; in the data active = inhibition above about 4.5%;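 note: 0% = vehicle wells with enzyme and 100% = reference inhibitor wells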
# MT1-MMP act inh: blocks activation of human MT1-MMP; P50281; HT1080 RFP-PRO-GFP cells, GFP/RFP ratio fluorescence, overnight; percent of plate control window, DMSO zero; 360,000 tested, 0.061% active; GFP/RFP ratio change, % at 20 µM;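 active = GFP/RFP ratio change of at least 30% with cell ATP level not reduced by more than half and red fluorescence within 50% of control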; note: strong numbers were not always called active
#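 Assay system: HT1080 RFP-PRO-GFP cells | Dosing: 20 µM single dose, 1% DMSO | Incubation: Cells overnight before dosing, compound overnight, 37 °C, 5% CO2 | Evaluation: GFP/RFP fluorescence ratio | Control set: DMSO-only wells and HT1080 RFP-L50D-GFP cell wells as references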
# bovine MsrA act: activators of bovine methionine sulfoxide reductase A | purified bovine MsrA, absorbance read-out | AID 602163 | activation, % at 10.6 µM | 360,000 tested, 0.3% active; in the data active = activation above about 7.5%;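 note: 0% = vehicle and 100% = reference activator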
# MLLE-PAM2 inh: inhibitors of microRNA-mediated deadenylation, human PABP1 MLLE binding. P11940. GST-MLLE / FITC-PAM2 fluorescence polarization. inhibition, % at 20 µM. 360,000 tested, 0.36% active. AID 588489; in the data active = inhibition above about 35%, passing the limit was not always enough;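 note: plate controls were DMSO wells with GST-MLLE for no effect and wells lacking GST-MLLE protein for full effect; some results filed as inactive read as strong as hits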
# Target sequence (P11940 whole entry, looked up): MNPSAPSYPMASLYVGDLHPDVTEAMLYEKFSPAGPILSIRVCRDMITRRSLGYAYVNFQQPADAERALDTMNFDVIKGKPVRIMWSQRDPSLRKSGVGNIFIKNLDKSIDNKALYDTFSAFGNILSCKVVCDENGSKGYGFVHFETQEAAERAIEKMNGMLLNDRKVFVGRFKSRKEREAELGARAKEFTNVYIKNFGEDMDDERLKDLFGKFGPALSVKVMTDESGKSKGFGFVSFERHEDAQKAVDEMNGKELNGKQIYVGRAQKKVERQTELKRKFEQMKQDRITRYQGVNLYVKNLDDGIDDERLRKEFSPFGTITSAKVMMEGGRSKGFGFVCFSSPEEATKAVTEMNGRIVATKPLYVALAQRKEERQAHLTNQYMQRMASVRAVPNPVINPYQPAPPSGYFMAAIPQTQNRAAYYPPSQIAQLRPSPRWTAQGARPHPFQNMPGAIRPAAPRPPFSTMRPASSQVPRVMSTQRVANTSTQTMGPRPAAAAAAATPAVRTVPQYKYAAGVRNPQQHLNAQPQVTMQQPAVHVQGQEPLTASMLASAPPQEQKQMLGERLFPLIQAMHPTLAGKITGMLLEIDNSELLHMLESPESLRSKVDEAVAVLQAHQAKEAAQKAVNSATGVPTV
# The depositor's hits bear a star; i = inactive; / = no result given. Compounds were not picked by outcome; 4% or so of the library scored in one or more.
SMILES,SKN-1 block,Tb MetRS inh,FAS TE block,NRP1-CendR mod,E coli Lon inh,MsrA inh,MT1-MMP act inh,bovine MsrA act,MLLE-PAM2 inh
Cc1cccc(NC(=S)NC(C)C(c2cccs2)N2CCN(C)CC2)c1C (stereo not given),-8,-0.3,-5,3,-1,-2.1,-12,-2,9
O=C(Cn1cc(/C=C\[N+](=O)[O-])c2ccccc21)Nc1ccccc1,5,3.1,-15,-8,-7,0.3,-18,-3,-19
Cc1nc2c(OCc3ccc(F)cc3)cccn2c1N(C)C(=O)CCC1CCCC1,-6,-0.1,13,-1,-5,0.2,-3,-1,-12
C=CCOc1ccc(/C(O)=C2/C(=O)C(=O)N(CCCN3CCOCC3)C2c2ccccc2)cc1 (stereo not given),18,-1.6,-4,-1,14,2.0,7,2,16
O=C(CNC(=O)c1ccc(Cl)cc1)c1ccccc1,-4,-0.9,-2,-8,-2,-1.3,0,-7,14
CCC/C(=N\NC(=O)CNC(=O)c1ccc(Cl)cc1)c1ccccc1,5,-0.2,4,5,15,-0.4,0,-4,-2
O=C(O)c1ccc(N2C(=O)CC(N3CCN(c4cccc(C(F)(F)F)c4)CC3)C2=O)cc1 (stereo not given),-2,-1.6,-3,0,-3,0.4,3,0,-5
O=C(N/N=C/c1ccncc1)c1cccc(N/N=C/c2ccncc2)c1,15,3.1,-2,-2,3,1.5,-1,-5,-5
Cc1nc(C(F)(F)F)ccc1C(=O)N1CCCCC1,-14,-0.1,-6,0,9,-0.8,-5,-6,-5
COc1ccc(-c2nnn(CCc3nn[nH]n3)n2)cc1OC,17,0.0,-6,0,-1,0.0,2,-1,2
Cc1ccc(S(=O)(=O)N2C[C@H]3C(=O)C[C@@H](c4ccccc4)N(S(C)(=O)=O)[C@H]3C[C@H]2c2ccccc2)cc1,13,0.3,17,0,-4,-0.5,1,-2,13
CN1C(=C2C(=O)OC(C)(C)OC2=O)Sc2ccccc21,16,-0.2,-5,0,0,4.8*,-1,-4,2
Cc1ccc(NC(=O)/C=N/OCC(=O)NCc2ccccc2Cl)cc1,-4,16*,0,3,-3,-0.2,0,-2,4
CC1CCc2nn(CC(=O)Nc3c(F)cc(F)cc3Br)cc2C1 (stereo not given),6,0.0,-5,0,3,0.4,2,-6,-12
CCOc1ccccc1OCCCC(=O)NCCc1ccc(S(N)(=O)=O)cc1,5,0.4,-6,6,-6,-1.1,-3,-1,-8
C=CCNc1nc2cc(-c3ccccc3OC)sc2c(=O)n1C,4,0.1,0,8,0,1.0,3,-4,8
CC1=C(C(=O)OC(C)(C)C)C(c2ccco2)C(C#N)=C(N)O1 (stereo not given),7,-1.3,-8,-7,-11,0.1,4,-5,14
Cc1ccc(-c2cc(C(=O)N3CCN(c4ncccn4)CC3)c3cc(Br)ccc3n2)o1,3,0.5,2,-6,-10,1.8,-7,-3,-4
Cc1cccc(C(C)C)c1NC(=O)CSc1cccc[n+]1[O-],16,-0.3,-8,8,-1,0.5,-2,-3,0
CCN(CC)S(=O)(=O)c1cccc2c(N(C)C)cccc12,45*,0.4,10,19,-5,0.3,-2,-1,18

# Quoted at random: 4 records from the list.
SMILES,SKN-1 block,Tb MetRS inh,FAS TE block,NRP1-CendR mod,E coli Lon inh,MsrA inh,MT1-MMP act inh,bovine MsrA act,MLLE-PAM2 inh
Cc1ccc(-c2cc(C(=O)N3CCN(c4ncccn4)CC3)c3cc(Br)ccc3n2)o1,3,0.5,2,-6,-10,1.8,-7,-3,-4
O=C(Cn1cc(/C=C\[N+](=O)[O-])c2ccccc21)Nc1ccccc1,5,3.1,-15,-8,-7,0.3,-18,-3,-19
COc1ccc(-c2nnn(CCc3nn[nH]n3)n2)cc1OC,17,0.0,-6,0,-1,0.0,2,-1,2
Cc1nc2c(OCc3ccc(F)cc3)cccn2c1N(C)C(=O)CCC1CCCC1,-6,-0.1,13,-1,-5,0.2,-3,-1,-12

# (cont.)
SMILES,SKN-1 block,Tb MetRS inh,FAS TE block,NRP1-CendR mod,E coli Lon inh,MsrA inh,MT1-MMP act inh,bovine MsrA act,MLLE-PAM2 inh
CN(CC(=O)Nc1ccc(F)c(F)c1F)C(=O)C1CCN(C(=O)Nc2ccccc2)CC1,-10,-0.5,-1,8,-5,-1.1,1,-5,-1
CC(NC(=O)C1CCC1)c1ccc(Cl)cc1 (stereo not given),-26,-0.5,-10,2,10,-0.7,-3,-7,-1
NC(=O)c1cccc(-c2ccnc3c2CC(C(=O)Nc2ccccc2)O3)c1 (stereo not given),-16,0.7,-5,-10,-3,-0.3,1,1,-7
COc1ccc(C2(C)NC(=O)N(CC(=O)Nc3ccc(S(=O)(=O)N4CCCC4)cc3)C2=O)cc1 (stereo not given),-4,-0.3,1,6,0,0.2,-3,0,-23
CS(=O)(=O)N1CCCC(C(=O)NCc2cccs2)C1 (stereo not given),1,0.2,-12,3,-6,0.0,1,-2,-6
O=C(Nc1ccc(Cl)cc1C(F)(F)F)C(Sc1nnc(-c2cccs2)o1)c1ccccc1 (stereo not given),12,-0.2,11,-2,-5,-0.9,-9,-4,-45
CC(=O)Nc1cccc(-c2cc(NC(C)=O)c3ncc(-c4cccc(C(C)=O)c4)n3c2)c1,9,-0.1,-1,-7,-4,0.8,-7,-2,12
CN(Cc1ccccc1)C(=O)COC(=O)c1cc(=O)[nH]c2ccccc12,15,0.3,-7,2,4,0.3,1,-3,-4
Cc1noc(C)c1COC(=O)COc1ccc(C#N)cc1,1,-0.7,-6,3,-18,-0.2,-1,-2,12
Cc1cccc(NC(=O)CSc2cccc3cccnc23)c1C,6,2.5,0,-6,0,0.4,4,2,18
Cn1nnnc1SCC(=O)N1CCN(c2cccc(Cl)c2)CC1,39*,-1.1,4,8,9,0.8,0,-2,-12
COc1ccc(S(=O)(=O)NCc2ccco2)cc1-c1nnc2c3ccccc3c(C)nn12,7,0.3,2,-4,3,0.1,2,0,-1
O=C(Nc1cccc(C(=O)O)c1)/C(=C\c1ccco1)NC(=O)c1ccc(Br)o1,15,-0.2,-4,-45,-11,3.5,-7,-3,5
COc1ccc(N(C(=O)c2snc(C(N)=O)c2N)C(C(=O)NC2CCCC2)c2ccco2)c(OC)c1 (stereo not given),-8,-0.2,-2,1,15,3.0,0,-7,-10
CCOc1ccccc1C(=O)OCC(=O)NCc1ccc2c(c1)OCO2,1,-0.2,-3,8,-1,-0.7,0,-1,0
Cc1ccc2c(N)c(C(=O)c3ccccc3)sc2n1,0,-0.5,6,3,-9,-0.3,4,-5,6
c1ccc(-n2nnnc2-c2cccc3ccccc23)cc1,-2,-0.5,14,7,-8,-0.1,-11,-13,2
COc1ccc(N=C2SC(C(=O)O)CC(=O)N2C)cc1 (stereo not given),0,-0.5,-3,-5,7,-0.1,5,3,-1
CC(=O)Nc1cc(-c2ccc(CO)cc2)cn2c(-c3ccc(F)cc3)cnc12,-2,-0.1,0,-31,-33,2.1,-9,0,-31
COCCSc1ccccc1C(=O)Nc1ccc2c(c1)OCCO2,-10,-2.0,-14,-4,-11,-1.2,8,-8,14
CCOC(=O)C1CCN(CC(=O)Nc2cc(C)nn2-c2nc3ccccc3s2)CC1,-7,-2.3,16,-4,-4,0.4,-10,-7,-6
CCN(C(=O)CSc1nnc(-c2ccc(C)cc2)n1N)c1c(N)n(Cc2ccccc2)c(=O)[nH]c1=O,8,-0.3,-8,-14,1,-1.1,-2,-4,-8
N#CC(C(=O)c1ccccc1Cl)=C1SCCCS1,2,-0.7,3,-17,3,2.2,1,-3,2
COc1ccc(-c2[nH]ncc2CN2C[C@@H]3CCC[C@H]2C3)c(F)c1,6,0.3,-8,2,3,2.0,4,-1,-2
O=C(Nc1nnc(CCS(=O)(=O)c2ccc3ccccc3c2)s1)c1ccc([N+](=O)[O-])cc1,5,-0.3,-3,-4,6,0.2,8,-2,7
COc1ccccc1NC(=O)c1cc2c(s1)-c1ccccc1S(=O)(=O)C2,9,-0.2,4,-9,-12,2.5,-4,-5,4
CN(Cc1cnccn1)C(=O)CC1C(=O)NCCN1Cc1ccc(F)cc1Cl (stereo not given),4,-0.4,-2,15,17,2.3,-1,-7,27
Cc1[nH]n(-c2ccccc2)c(=O)c1CCOC(=O)c1cccc(C(F)(F)F)c1,-11,-0.7,4,11,-11,1.1,-3,0,1
O=C(Cn1c(=O)c2cccn2c2cccnc21)N1CCN(c2ccccc2F)CC1,14,-0.1,38,-16,-7,0.8,-5,-3,-20
Cc1cc2n(n1)C(c1ccsc1)Nc1ccccc1-2 (stereo not given),16,-0.6,15,-25,-4,0.5,-3,-3,-21
NC(N)=N/N=C/c1ccc(Cl)c([N+](=O)[O-])c1,-3,-0.2,6,-1,-5,0.2,-5,-3,-17
CC(Nc1cccc(F)c1)C(=O)Nc1ccc(S(N)(=O)=O)cc1 (stereo not given),-8,-0.4,-3,8,-3,-1.1,-1,-2,-7
O=C(CN1C(=O)CCS(=O)(=O)c2ccccc21)Nc1ccccc1F,0,-0.4,-2,-7,-6,0.9,1,-2,-3
CNC(=O)c1ccc(-c2nc(-c3ccccc3)cs2)cc1,-4,-0.2,12,4,5,2.6,-1,-5,4
CCOC(=O)/C(=C\C=C1/Sc2ccccc2N1CC)C(C)=O,4,-0.5,-70,135,i,-0.6,-195,-3,69
N#CC1c2ccccc2-c2ccccc2N1C(=O)c1ccccc1 (stereo not given),-11,-0.2,19,14,15,-0.3,10,-1,11
O=C(CCSc1nc2ccccc2s1)N/N=C/c1c(O)ccc2ccccc12,16,-0.4,16,-12,-8,3.1,-2,-2,-30
O=C(CSc1nncs1)N1CCN(S(=O)(=O)c2ccccc2)CC1,-2,-0.3,-2,-1,-8,0.2,0,-3,4
CCN(C(=O)CSc1nnc(COc2cccc(C)c2)o1)c1nc(C)cs1,-7,-0.3,3,-5,1,-0.7,2,-2,-16
COc1ccccc1N(CC(=O)NCCSc1ccccn1)S(=O)(=O)c1ccccc1,12,0.1,-4,-15,2,0.4,-1,1,12
S=c1[nH]cc(Cc2ccccc2)s1,2,-0.5,-14,-2,2,0.2,/,1,37
Cc1ccccc1C(=O)NC(=S)Nc1ccc2[nH]c(=O)[nH]c2c1,7,-0.1,-11,-16,-3,-0.5,-3,-3,22
O=C(NCc1ccco1)c1ccc(NS(=O)(=O)c2cccc([N+](=O)[O-])c2)cc1,-7,-0.5,-2,7,6,0.7,7,-6,-2
COc1ccc(/C=C(/NC(=O)c2ccccc2)C(=O)NC(Cc2c[nH]c3ccccc23)C(=O)O)cc1 (stereo not given),-11,0.1,-3,-12,-13,2.2,-2,-2,-4
O=C(COc1ccccc1[N+](=O)[O-])OC1CCS(=O)(=O)C1 (stereo not given),5,1.6,-4,3,7,0.6,-6,-1,2
N=c1n(Cc2ccc(Cl)cc2)c2ccccc2n1CC(O)c1ccco1 (stereo not given),1,-0.4,-10,-21,-24,-0.2,-32,-9,-23
CN(C)c1ccc(NC(=O)c2ccc(Cn3cc([N+](=O)[O-])cn3)cc2)cc1,7,-0.2,7,0,-9,-0.1,3,-1,-1
